15-hLO-2 inh: qHTS Assay for Inhibitors of 15-hLO-2 (15-human lipoxygenase 2); purified 15hLO-2, xylenol orange hydroperoxide absorbance; Potency, µM (highest dose often 57.1 µM), inactives show at the top dose activity change, negative = inhibition, actives largely listed as inhibitors; 110,000 compounds, 0.56% hits; AID 881, 2007; further: potency means the concentration at half of the fitted maximal effect; nearly all actives have a fitted effect of over 60% in size; many of its hits are not listed in these tables
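Purified human 15hLO-2 (50 nM final) preincubated with compounds 15 min at room temperature in 25 mM Hepes pH 7.5, 0.01% Triton X-100, then 45 uM arachidonic acid added for 90 min; hydroperoxide detected via ferrous/xylenol orange, 573/405 nm absorbance ratio.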
IMPase cell inh: qHTS Assay for Identifying the Cell-Membrane Permeable IMPase Inhibitors; Inositol monophosphatase 1 (Rattus norvegicus), P97697; CHO-M1 cells, IP1 accumulation, HTRF TR-FRET ratio; inhibition (IP1 accumulation), % at 46.1 µM; 120,000 tested, under 10 active; active means well fitted curve in the direction sought with a large enough effect in the signal ratio, not every such curve was filed as active; inconclusive means small, poorly fitted or top-dose-only effect, or a change in a side signal; inactive means no such curve, though single readings can be large or run the other way; the % refers to the signal ratio;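 further: cells stimulated with carbachol in lithium chloride buffer; plate controls were DMSO basal wells for no effect and reference inhibitor wells for full effect; higher means more IMPase inhibition seen as more IP1 and lower FRET ratio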
Target sequence (P97697 whole entry, looked up): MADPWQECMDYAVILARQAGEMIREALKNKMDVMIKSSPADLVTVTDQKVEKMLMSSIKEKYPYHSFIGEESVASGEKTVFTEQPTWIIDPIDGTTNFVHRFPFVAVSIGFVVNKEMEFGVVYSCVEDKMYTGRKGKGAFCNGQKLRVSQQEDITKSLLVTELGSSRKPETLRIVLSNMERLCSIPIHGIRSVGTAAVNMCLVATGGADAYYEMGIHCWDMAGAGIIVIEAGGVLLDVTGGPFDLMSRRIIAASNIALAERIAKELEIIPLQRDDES
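Seeded CHO-M1 cells were dosed with compound at up to 46 uM, stimulated with carbachol for 30 min, then lysed in IP-One detection reagents. Higher IP1 lowers the TR-FRET signal.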
PNC inhibitor: High Content Assay for Compounds that inhibit the Assembly of the Perinucleolar Compartment | PC3M PTB-GFP, PNC prevalence imaging, 16 h; stronger effect = lower value | activity change (PNC), negative = inhibition, % at 10 µM | 140,000 compounds, 3.1% hits | AID 2417, 2010;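 active means readout at or below -70, meaning at least 70% loss of cells showing the perinucleolar compartment, a nuclear body marking cancer cells; inconclusive means readout between -30 and a set limit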;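 further: plate controls were DMSO wells for no effect and camptothecin positive control wells for full effect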
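Read-out is percentage of cells bearing a perinucleolar compartment, from automated 20x imaging of fixed, Hoechst-stained PC3M PTB-GFP cells. Cells were seeded 4 h, then exposed 16 h to compound (23 nl of library stock) in duplicate plates.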
12-hLO inh: qHTS Assay for Inhibitors of 12-hLO (12-human lipoxygenase); Polyunsaturated fatty acid lipoxygenase ALOX12 (Homo sapiens), P18054; purified 12-hLO, xylenol orange hydroperoxide absorbance; Potency, µM (highest dose often 57.1 µM), for inactives: at the top dose activity change, negative = inhibition, usual class: inhibitors; 150,000 compounds, 0.12% hits; AID 1452, 2008; further: potency means the concentration at half of the fitted maximal effect; nearly all actives have a fitted effect of over 55% in size; many of its hits are not listed in these tables
Target sequence (P18054 whole entry, looked up): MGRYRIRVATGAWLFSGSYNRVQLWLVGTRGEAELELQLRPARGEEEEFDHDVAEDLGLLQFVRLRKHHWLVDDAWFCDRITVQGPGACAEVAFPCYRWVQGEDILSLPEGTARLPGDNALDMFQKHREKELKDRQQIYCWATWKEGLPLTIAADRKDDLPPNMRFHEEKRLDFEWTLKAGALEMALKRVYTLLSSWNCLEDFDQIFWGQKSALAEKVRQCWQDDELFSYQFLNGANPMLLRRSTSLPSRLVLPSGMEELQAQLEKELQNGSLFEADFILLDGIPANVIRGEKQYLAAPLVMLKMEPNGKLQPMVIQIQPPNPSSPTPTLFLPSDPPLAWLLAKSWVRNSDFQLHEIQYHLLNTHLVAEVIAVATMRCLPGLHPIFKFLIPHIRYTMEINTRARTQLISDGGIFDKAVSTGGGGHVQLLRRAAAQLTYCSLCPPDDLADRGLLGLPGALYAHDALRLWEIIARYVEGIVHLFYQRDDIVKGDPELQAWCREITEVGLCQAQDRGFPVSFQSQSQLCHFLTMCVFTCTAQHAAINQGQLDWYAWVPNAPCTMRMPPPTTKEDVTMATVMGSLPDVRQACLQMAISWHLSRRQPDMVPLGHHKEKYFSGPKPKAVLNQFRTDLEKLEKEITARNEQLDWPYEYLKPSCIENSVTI
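Hydroperoxide formation by human 12-lipoxygenase from 40 uM arachidonic acid was followed colorimetrically via ferric-xylenol orange complex, using the 573/405 nm absorbance ratio. Enzyme concentration was 150 nM, with 30 min reaction at room temperature.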
Starred values were filed as active, the others as inactive; ? = inconclusive; / = no result given; & = joins results of further samples; [ ] = another dose, or the depositor's remark. Unless noted, the call rests on the fitted dose curve; in most records, active means well fitted curve in the direction sought with a large enough effect; inconclusive means small, poorly fitted or top-dose-only effect, or another doubt; inactive means no such curve, though single readings can be large; an effect the other way counts as inactive or inconclusive. Unless noted, on the % scale 0 is the no-effect control and ±100 the full control effect. This is a subset; the hit share may differ from the screen's.

cpd	smiles	15-hLO-2 inh	IMPase cell inh
1	Cn1c(CNS(=O)(=O)c2ccc(Cl)cc2)n[nH]c1=S	11.6%	-5.7
2	CCOC(=O)/C=c1\s/c(=C(\C#N)C(=O)NC)n(-c2ccccc2)c1=O	-7.4%	18.2
3	CCN1CC2([N+](=O)[O-])C=CC(=O)C([N+](=O)[O-])(C1)C2CC(=O)c1ccccc1 (centres undefined)	-11.0%	4.0
4	COc1ccc(CCNC(=O)C2CCCN(Cc3nc(-c4ccccc4C)oc3C)C2)cc1OC (centres undefined)	/	7.7
5	Cc1ccc(NCC(=O)Nc2ccc(Br)cc2)cc1F	/	2.2
6	O=C(NCCN1CCCCC1)Nc1ccc(F)c(Cl)c1	19.4%	-0.2
7	O=C(CN1CCCCC1)NCCNc1ccc(C(F)(F)F)cc1[N+](=O)[O-]	/	/
8	CCOC(=O)c1cc(C(C)(C)C)oc1CN	/	16.0
9	CCC(C)(NC(=O)c1ccccc1)C(=O)O (centres undefined)	/	/
10	COc1cccc(NC(=O)CN2CCN(c3ccc(F)cc3)CC2)c1	8.2%	?
11	COc1ccc(C2CC(=O)C=C(NNS(=O)(=O)c3ccc(C)cc3)C2)cc1 (centres undefined)	/	-3.5
12	CCOc1cccc(SCc2noc(C(=O)NC(C)C)c2C(=O)O)c1	-12.4%	1.9
13	Cc1nn(CC(=O)NCc2ccccc2)c(C)c1[N+](=O)[O-]	-1.3%	2.5
14	O=C(NCCCNCc1ccccc1)c1ccc(/C=N/O)nc1	11.1%	5.9
15	Cc1occc1C(=O)Nc1ccc2c(c1)OCCO2	-15.5%	?

cpd	PNC inhibitor	12-hLO inh
1	83.4	-5.6%
2	?	-1.3%
3	18.2	-16.8%
4	43.3	4.4%
5	29.7	1.2%
6	-6.1	4.3%
7	12.9	2.9%
8	?	-3.4%
9	24.9	-3.7%
10	7.8	-4.1%
11	?	0.2%
12	72.0	4.3%
13	10.0	3.9%
14	-14.9	-0.3%
15	-8.7	-1.1%

(further entries)
cpd	smiles	15-hLO-2 inh	IMPase cell inh
16	Cc1ccc(C(C)C)c(OCC(=O)Nc2ccccc2N2CCN(C)CC2)c1	39.8%[activator]	9.0
17	CCN(CC)C(=O)c1sc(NC(=O)Cc2ccccc2)c(C#N)c1C	/	6.3
18	COc1ccc(NC(=O)CCCn2c(=O)c3sccc3n(Cc3cccc(C)c3)c2=O)cc1	/	-6.8
19	O=C(c1ccco1)N1CCC2(CCCN(c3ccncc3)C2)CC1	0.3%	/
20	CCc1nc(N)c(C#N)c(-c2cccc3ccccc23)c1C	/	-4.8
21	O=C(C(=O)N1CCc2ccccc2C1)c1cn(CC(=O)N2CCOCC2)c2ccccc12	/	6.0
22	CC(C)COC(=O)C1C(=O)CC(C)(O)C(C(=O)OCC(C)C)C1c1cccnc1 (centres undefined)	-6.2%	-11.9
23	COC(=O)CC1Oc2cc3oc4c5ccccc5oc(=O)c4c3cc2O1 (centres undefined)	-1.9%	/
24	COc1cccc(/C=N/NC(=O)C(=O)NCc2ccco2)c1O	5.7%	7.8
25	CNC(=O)C12CC3CC(CC(Cl)(C3)C1)C2	/	9.9
26	COc1cc(OC)c(NC(=O)CCNS(=O)(=O)c2cc(Br)cnc2N)cc1Cl	3.5%	13.6
27	O=C1N=C(N2CCN(c3ccccc3)CC2)S/C1=C/c1cccs1	/	-7.9
28	O=C(NCCOc1ccccc1)C(c1ccccc1)c1ccccc1	1.7%	6.0
29	O=C(CSc1ncccn1)NN=C1CCCCCC1	/	3.4
30	CCOc1ccc(CN=C(N)N=C(N)N)cc1Cl	38.7%[activator]	-14.7

cpd	PNC inhibitor	12-hLO inh
16	28.4	-20.2%
17	63.3	-7.0%
18	-16.3	1.1%
19	/	4.9%
20	-100.0*	1.1%
21	-19.8	2.0%
22	11.8	-6.3%
23	/	0.7%
24	2.0	-9.9%
25	34.2	3.6%
26	?	-0.9%
27	75.6	-9.1%
28	2.5	-0.6%
29	29.2	-1.5%
30	0.0	-1.5%

Overlap with the part before: 2 compounds, followed by the next part.
cpd	smiles	15-hLO-2 inh	IMPase cell inh
29	O=C(CSc1ncccn1)NN=C1CCCCCC1	/	3.4
30	CCOc1ccc(CN=C(N)N=C(N)N)cc1Cl	38.7%[activator]	-14.7
31	CC(Oc1cc(Cl)ccc1Cl)C(=O)N/N=C\c1ccnn1C (centres undefined)	/	/
32	O=C(Cn1nc(-c2ccc(Cl)cc2)ccc1=O)NCCCN1CCN(Cc2ccccc2)CC1	22.3%	3.7
33	CC(C)N1CC(O)=C(c2ccccc2)C1=N	-2.9%	-1.0
34	CCOC(=O)C1=C(c2ccccc2)NC(SC)=C(C#N)C1c1ccco1 (centres undefined)	2.3%	-4.4
35	Cc1ccccc1-c1c(C)oc2cc(O)ccc2c1=O	-3.0%	-3.1
36	COc1cc(O)c2c(=O)cc(C)oc2c1CC=C(C)C	1.5%	/
37	O=C(O)c1nc(N2CCOCC2)nc(N2CCOCC2)n1	/	11.0
38	Cc1ccc(NC(=O)CC2S/C(=N/c3nccs3)N(C)C2=O)cc1C (centres undefined)	-2.5%	1.1
39	Cc1ccc(C)c(NC(=O)CNS(=O)(=O)c2ccccc2)c1	2.9%	-10.6
40	Cc1nc2ccccc2n1S(=O)(=O)c1ccc(Br)cc1	/	/
41	c1ccc2n[nH]nc2c1	-3.5%	/
42	COc1ccccc1/C=C1\SC(=S)N(Nc2nc(C)cc(C)n2)C1=O	-3.7%	4.4
43	O=C1CCC(=O)N1CNc1ccccn1	0.6%[2.29 µM]	4.7
44	CC1(C)NC(=O)N(CCOCCOc2c(Cl)cc(Cl)cc2Cl)C1=O	0.8%	8.2
45	CCOC(=O)C1CCN(C(c2cc(OC)c(OC)c(OC)c2)c2sc3nc(C)nn3c2O)CC1 (centres undefined)	3.0%	-3.2

cpd	PNC inhibitor	12-hLO inh
29	29.2	-1.5%
30	0.0	-1.5%
31	-109.0*	2.4%
32	16.6	2.9%
33	26.5	-3.2%
34	?	-6.4%
35	5.2	-9.7%
36	/	-16.2%
37	-26.7	-3.5%
38	10.2	-7.8%
39	-80.4*	-0.8%
40	-109.0*	-0.6%
41	/	-2.7%
42	14.2	-2.7%
43	-8.4	-1.9%
44	1.0	-3.9%
45	?	-0.6%

The list continues:
cpd	smiles	15-hLO-2 inh	IMPase cell inh
46	O=C(Nc1nncs1)c1ccccc1NS(=O)(=O)c1cccs1	-5.1%	-3.6
47	CC(=O)OCCn1c(=O)c2cc3c(=O)n(CCOC(C)=O)c(=O)c3cc2c1=O	3.7%	4.8
48	CCOc1ccccc1Nc1nnc(SCC(=O)Nc2cccc(S(=O)(=O)NC3=NCCCCC3)c2)s1	/	/
49	COc1ccc(-c2cc(C(=O)N3CCN(Cc4ccccc4)CC3)no2)cc1OC	4.9%	-1.9
50	O=C(NCc1ccccc1)c1c[nH]c2ccc(S(=O)(=O)Nc3ccc4c(c3)OCCO4)cc2c1=O	?	-2.1
51	COc1ccc2c(c1)C(c1ccc(C)cc1)CC(=O)O2 (centres undefined)	-10.7%[0.0915 µM]	/
52	Cn1c(SCC(=O)Nc2cc(=O)n(C)c(=O)n2C)nnc1-c1cccs1	1.0%	-4.3
53	C/C(=N\NC(=O)COc1ccc(C(C)(C)C)cc1)c1cc2ccccc2o1	/	/
54	O=C1c2ccccc2C(=O)N1CC(O)COCc1ccccc1 (centres undefined)	0.7%	-7.2
55	CC1(C)Cc2cccc(OCC(=O)Nc3nccs3)c2O1	5.0%	5.2
56	CCCCCCCC(=O)O	-10.0%&-2.4%	/
57	O=C(Nc1ccccc1)c1ccc(Br)c(S(=O)(=O)Nc2cccnc2)c1	/	/
58	CC(C)c1nc(N2CCN(C(=O)c3ccccc3)CC2)c(C#N)c2c1COC(C)(C)C2	3.6%	7.1
59	CCN(CC)CCN1C(=O)c2oc3ccccc3c(=O)c2C1c1ccc(F)cc1 (centres undefined)	3.9%	-1.3
60	C=CCN1C(=O)/C(=C\c2ccco2)C(C(=O)OC)=C1C	/	/

cpd	PNC inhibitor	12-hLO inh
46	18.2	2.7%
47	?	-2.5%
48	-25.6	-0.5%
49	?	5.5%
50	-19.4	-19.4%
51	/	-1.3%[0.00818 µM]
52	-16.2	8.9%
53	69.0	2.1%
54	79.0	3.9%
55	-87.8*	-1.4%
56	/	4.0%&-2.3%
57	?	-2.2%
58	-9.5	-4.7%
59	?	-1.7%
60	20.7	26.6%

More records follow.
cpd	smiles	15-hLO-2 inh	IMPase cell inh
61	CCOc1ccc(NC(=O)Nc2cc(OCC(F)(F)F)cc(OCC(F)(F)F)c2)cc1	/	/
62	O=C(c1cccs1)N1CCN(Cc2nc3ccccc3c(=O)[nH]2)CC1	-13.4%	-3.1
63	COc1ccc(C)cc1N	-5.3%	/
64	O=C1/C(=C\c2ccco2)CCC/C1=C\c1ccco1	/	/
65	C/C(N)=C(/C#N)C(=O)CSc1nc2ccccc2c(=O)n1CCCOC(C)C	/	/
66	CCOc1cccc(C(=O)Nc2nnc(-c3cccs3)s2)c1	-9.8%	-4.1
67	O=C(Nc1ccc(Nc2ccccc2)cc1)c1ccc(Br)o1	-7.2%	9.0
68	O=C(OCC(=O)N1CCc2ccccc21)c1c2c(nc3ccccc13)CCCC2	/	6.6
69	O=C(c1cc(-c2ccccc2)nc2ccccc12)N1CCc2ccccc2C1	/	/
70	COc1ccc(C2Nc3ccccc3C(=O)N2Cc2ccco2)cc1COc1ccc([N+](=O)[O-])cc1 (centres undefined)	14.9%	6.2
71	COc1cc(Cl)cc(C2NC(=O)NC(C)=C2C(=O)NCc2ccccc2)c1O (centres undefined)	-3.3%	-3.5
72	Cc1c(C(=O)OCCOc2ccccc2)[nH]c2c1C(=O)CCC2	-3.8%	1.5
73	COc1cc2oc3ccccc3c2cc1N(CC(=O)N(C)C)S(=O)(=O)c1ccc(C)cc1	-5.5%	8.8
74	O=C(CSc1nc(N2CCCCC2)nc(N2CCCCC2)n1)Nc1nccs1	1.2%	5.9
75	CCOc1ccc(N(CC(=O)NC(C)CC)S(=O)(=O)c2c(C)noc2C)cc1 (centres undefined)	-0.8%	0.9

cpd	PNC inhibitor	12-hLO inh
61	70.6	-0.1%
62	-14.6	-3.3%
63	/	-0.9%
64	57.0	-10.7%
65	?	0.2%
66	15.0	0.1%
67	10.1	-10.4%
68	-110.2*	-5.0%
69	-28.2	-5.0%
70	-11.6	-3.3%
71	24.2	1.8%
72	-14.1	5.1%
73	9.1	-5.2%
74	38.8	2.6%
75	-6.5	-1.4%

Looked up by compound from above, 4 records:
cpd	smiles	15-hLO-2 inh	IMPase cell inh
65	C/C(N)=C(/C#N)C(=O)CSc1nc2ccccc2c(=O)n1CCCOC(C)C	/	/
75	CCOc1ccc(N(CC(=O)NC(C)CC)S(=O)(=O)c2c(C)noc2C)cc1 (centres undefined)	-0.8%	0.9
73	COc1cc2oc3ccccc3c2cc1N(CC(=O)N(C)C)S(=O)(=O)c1ccc(C)cc1	-5.5%	8.8
72	Cc1c(C(=O)OCCOc2ccccc2)[nH]c2c1C(=O)CCC2	-3.8%	1.5

cpd	PNC inhibitor	12-hLO inh
65	?	0.2%
75	-6.5	-1.4%
73	9.1	-5.2%
72	-14.1	5.1%
